Screening data as filed in PubChem BioAssay.
TDP1 cell CPT = qHTS for Inhibitors of human tyrosyl-DNA phosphodiesterase 1 (TDP1): qHTS in cells in presence of CPT. chicken DT40 Tdp1-/-;hTDP1 cells + 20 nM CPT, ATP luminescence, 48 h. Potency, µM (series often up to 46.2 µM), inactives show at the highest dose activity change, negative = growth inhibition, usual class: inhibitors. AID 686979, 2013. actives 12% (n = 420,000); also: nearly all actives have a fitted effect of over 55% in size
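Chicken DT40 Tdp1-/- cells complemented with human TDP1, 400 cells/well, exposed to compounds plus 20 nM camptothecin for at least 48 h at 37 C; viability read as ATP content by CellTiter-Glo luminescence.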
TDP1 block = qHTS Assay for Inhibitors of Tyrosyl-DNA Phosphodiesterase (TDP1); Tyrosyl-DNA phosphodiesterase 1 (Homo sapiens), Q9NUW8; recombinant TDP1, AlphaScreen DNA substrate cleavage; Potency, µM (titrated, usually from 130 µM), inactives show at the top dose activity change, negative = inhibition, actives largely listed as inhibitors; actives 0.28% (n = 350,000); also: nearly all actives have a fitted effect of over 40% in size
Target sequence (Q9NUW8 whole entry, looked up): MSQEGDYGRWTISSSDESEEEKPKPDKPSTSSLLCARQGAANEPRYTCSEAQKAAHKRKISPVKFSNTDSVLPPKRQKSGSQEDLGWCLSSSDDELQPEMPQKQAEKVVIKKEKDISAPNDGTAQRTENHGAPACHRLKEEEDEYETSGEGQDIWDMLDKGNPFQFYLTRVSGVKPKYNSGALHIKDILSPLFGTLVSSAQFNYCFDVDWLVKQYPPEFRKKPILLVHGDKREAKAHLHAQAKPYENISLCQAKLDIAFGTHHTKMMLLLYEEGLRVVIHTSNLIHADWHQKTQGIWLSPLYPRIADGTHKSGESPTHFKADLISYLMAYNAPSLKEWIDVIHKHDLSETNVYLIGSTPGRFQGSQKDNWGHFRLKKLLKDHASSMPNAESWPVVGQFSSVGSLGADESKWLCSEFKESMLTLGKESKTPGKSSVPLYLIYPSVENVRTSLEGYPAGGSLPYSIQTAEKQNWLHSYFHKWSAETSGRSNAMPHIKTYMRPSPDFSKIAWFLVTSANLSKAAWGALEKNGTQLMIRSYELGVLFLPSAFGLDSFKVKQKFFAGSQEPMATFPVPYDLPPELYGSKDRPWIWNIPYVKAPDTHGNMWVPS
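Enzyme-compound mixtures sat 15 min at room temperature, followed by a 5 min reaction with 15 nM final substrate and 10 min with AlphaScreen beads. Recombinant human Tdp1 was used at 1 nM final.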
DT40 TDP1 no CPT = qHTS for Inhibitors of human tyrosyl-DNA phosphodiesterase 1 (TDP1): qHTS in cells in absence of CPT; DT40 Tdp1-/- hTDP1 cells, no CPT, ATP luminescence, 48 h; actives 15% (n = 420,000); Potency, µM (top dose mostly 46.2 µM), without a hit: top-dose activity change, negative = growth inhibition, actives largely listed as inhibitors; also: nearly all actives have a fitted effect of over 55% in size
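Chicken DT40 Tdp1-/- cells complemented with human TDP1, screened without camptothecin (DMSO vehicle only), 400 cells/well. Compounds pin-transferred, cells incubated at 37 °C for at least 48 hr. Growth read as ATP-dependent luminescence (CellTiter-Glo, 30 min at RT).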
* = called active by the depositor; ? = inconclusive; / = not tested or not shown; & = joins results of further samples; [ ] = another dose, or the depositor's remark. Calls follow the shape of the dose curve; as a rule, active = well fitted curve in the direction sought with a large enough effect; inconclusive = small, poorly fitted or top-dose-only effect, or another doubt; inactive = no such curve, though single readings can be large; an effect the other way counts as inactive or inconclusive. % is scaled to controls: 0 for no effect and ±100 for the full control effect; potency is read from the fitted curve at half-maximal effect.

Each structure is followed by: TDP1 cell CPT, DT40 TDP1 no CPT, TDP1 block
1	COc1ccc(CCNC(=O)C(C)n2nc(C)c3sc4ccccc4c3c2=O)c(OC)c1 (centres undefined)
  21µM*, 16µM*, -9%
2	O=C(CSCC(=O)N1CCN(c2ccccc2)CC1)Nc1nc(-c2ccc(Cl)s2)cs1
  ?, ?, 8%
3	CCC(C)[C@H](NS(=O)(=O)c1ccc(C)cc1)C(=O)N1CCC(C(=O)N[C@@H](Cc2ccccc2)C(=O)O)CC1 (some centres undefined)
  ?, 10%, 4%
4	Cc1ccc(S(=O)(=O)NCCN2CCOCC2)c(C)c1C
  5%, -6%, -3%
5	COc1ccc(N=C2SC(C(=O)Nc3ccc4c(c3)OCO4)CC(=O)N2C)cc1 (centres undefined)
  ?, ?, 0%
6	O=C(CN1C(=O)c2cccnc2Oc2ccc(Cl)cc21)N1CCCC1
  -14%, 14%, 2%
7	COC(=O)c1ccc(NS(=O)(=O)NC(=O)c2cn(C)c3ccccc23)cc1
  -2%, -18%, 5%
8	COc1ccccc1CNS(=O)(=O)c1csc(C(N)=O)c1
  -20%, -22%, 6%
9	FC(F)(F)c1cccc(-c2nc(-c3ccncc3)no2)c1
  -20%, -31%, /
10	CCOc1ccc(CCNC(=O)c2cccc(S(=O)(=O)N3CC(C)OC(C)C3)c2)cc1OCC (centres undefined)
  ?, 9.2µM*, 2%
11	Cc1nnc(SCC(=O)NCC(=O)Nc2ccc(F)c(F)c2F)n1Cc1ccccc1
  -1%, 10%, 8%
12	O=C(/C=C/c1ccc(Br)cc1)NCc1cccs1
  6%, -8%, 0%
13	O=C1C(c2ccc(F)cc2)N(CCc2ccccc2)C(=O)CN1C1CCCCCC1 (centres undefined)
  ?, 13µM*, 5%
14	Cc1ccc(-c2cn3c(n2)SCC3)cc1
  19%, -10%, 11%
15	NC(Cc1ccc(Cl)cc1)c1csc(Nc2ccc(S(N)(=O)=O)cc2)n1 (centres undefined)
  15µM*, 9.2µM*, /
16	Cc1ccc(NC(=O)COC(=O)Cn2c(C)csc2=O)c([N+](=O)[O-])c1
  ?, ?, -11%[0.505 µM]
17	Cc1ccc2nc(NC(=O)Cn3cc4c(n3)CCCCC4)sc2c1
  5%, 2%, 3%
18	Clc1ccc(C2=NNC(=NCC3CCCO3)SC2)cc1 (centres undefined)
  6%, -27%, 3%
19	CCN(Cc1cnn(C)c1)C(=O)c1ccc2nc(Cc3cccc(Cl)c3)oc2c1
  23µM*, 23µM*, 7%
20	CSCCC(=O)N1CCC(CCC(=O)NC2CC2)CC1
  -14%, -14%, 5%
21	CCN(CC)CCNC(=O)c1ccc2c(c1)NC(=O)C(CS(=O)(=O)Cc1cccc(Br)c1)N2 (centres undefined)
  ?, -1%, 5%
22	Nc1ccc(-c2cnc[nH]2)cc1[N+](=O)[O-]
  13%, -19%, 2%
23	C[C@@H]1CN([C@H](C)CO)C(=O)CCCn2cc(nn2)CO[C@H]1CN(C)S(=O)(=O)c1cccs1
  -8%, -5%, /
24	O=C(/C=C/c1ccccc1)NCc1ccc2c(c1)OCO2
  5%, -1%, /
25	CCc1nnc(NC(=O)CSc2nc3c(c(=O)n2C)SC(C)C3)s1 (centres undefined)
  ?, 21µM*, 3%
26	Cc1ccc(Cl)cc1N1CCN(C(=O)c2cc3c(=O)oc4ccccc4c3s2)CC1
  -12%, 8%, 0%
27	COc1cc(=O)n2c(c1C(=O)N(C)Cc1nonc1C)CCN(C(=O)c1cc(C)cc(C)c1)CC2
  9%, -1%, /
28	CC(=O)CCc1ccc(OCC(=O)Nc2cccc(S(=O)(=O)N(C)c3ccccc3)c2)cc1
  -8%, ?, 0%
29	CN(C(=O)c1ccc(COc2ccccc2Cl)o1)c1ccccc1
  -24%, -25%, /
30	Cn1c(=O)c2c(nc(Sc3ncnn3CC(=O)NC3CCCCC3)n2C)n(C)c1=O
  -12%, -13%, /
31	CC(=O)c1c(OC(=O)c2ccccc2)ccnc1C(F)(F)F
  5%, 14%, -2%
32	Cc1ccccc1NC(=O)NCCc1c[nH]c2ccccc12
  -1%, ?, 8%&2%
33	COC(=O)c1cc(Sc2cccc(Cl)c2Cl)ccn1
  ?, -50%, -4%
34	C#Cc1ccc(NC(=O)C2(C)CCN2C(=O)c2cc(C)n(C)n2)cc1 (centres undefined)
  ?, ?, /
35	COc1ccc(/C=C2\N=C3CCCN3C2=O)cc1
  -10%, 21%, -1%
36	Cc1cnc(NC(=O)Cc2ccc(C)c(C)c2)s1
  4%, ?, /
37	O=C(/C=C/c1ccccc1)N1c2ccccc2Sc2ccc(C(F)(F)F)cc21
  -9%, -8%, 0%
38	Cc1cc(Nc2ccc(F)c(F)c2)nc(-c2ccccc2O)n1
  -21%, -26%, 0%
39	C/C=C(\C)CN1CCN(c2ccccc2)CC1
  9%, -9%, 0%
40	CN1CCN(C(=O)c2cc3c(n(-c4ccccc4)c2=O)CC(C)(C)CC3=O)CC1
  4%, 6%, 5%
41	Cc1oc(-c2cccc(Br)c2)nc1CN1CCC(C(=O)NCCc2ccc(Cl)cc2)CC1
  16%, ?, 5%
42	COc1cc(OC)c2c(-c3cccc(-c4ccc(NC(C)=O)cc4)c3)cc(=O)oc2c1
  4.1µM*, 5.8µM*, 0%[56.1 µM]
43	COc1ccc(CN2CCCCC2C)c(C)c1C (centres undefined)
  2%, -4%, 5%
44	COCCNC(=O)Cn1nc(C)c([N+](=O)[O-])c1C
  5%, -3%, 0%
45	CC(=O)Nc1cccc(NC(=O)C(=O)NCCc2csc3nc(-c4ccccc4F)nn23)c1
  -12%, -1%, 8%
46	CCOc1ccc(CC(C(N)=O)C(N)=O)cc1
  -7%, -10%, 4%
47	COc1ccc2c(c1)c1c(c(=O)n(-c3ccc(OC)c(OC)c3)c(=O)n1Cc1ccccc1C)n2C
  -1%, -1%, 3%
48	O=C(NC1CC1)c1ccc(S(=O)(=O)NCC2CCCCC2)cc1
  ?, -20%, 5%
49	CCC1=NN2C(=N)/C(=C/c3ccc(OS(=O)(=O)c4ccccc4)c(OC)c3)C(=O)N=C2S1
  11%, -18%, 6%
50	Clc1ccccc1NN=Cc1ccccn1
  -6%, -28%, /
51	CCC(C(=O)OCc1cc(=O)n2nc(CCOC)sc2n1)c1ccccc1 (centres undefined)
  ?, ?, 1%
52	O=C1C=C(c2cccc(Cl)c2O)C[C@@H](c2ccc(F)cc2)C1
  ?, ?, 1%
53	COc1cccc(NC(=O)COC(=O)C2CC(=O)N(c3ccc(C)cc3)C2)c1 (centres undefined)
  9%, 4%, 0%[56.1 µM]
54	N#Cc1cccc(C#N)c1N1CCC(C#N)CC1
  7%, -7%, 2%
55	O=C(Cn1nc2ccccc2n1)N1CCOc2ccc(CN3CCc4sccc4C3)cc2C1
  -5%[9.04 µM], -24%, /
56	CC1(CO)CCCC1NCCNC1CCCC1(C)CO (centres undefined)
  2%, 0%, /
57	CN(C)C(=O)c1ccc(-c2cncnc2-n2ccnc2)cc1
  -4%, -1%, /
58	Cc1c(Cl)cccc1NC(=O)CNC(=O)c1cn(-c2ccccc2)nc1-c1cccnc1
  ?, ?, -1%
59	CCCC(c1nnnn1C(C)(C)CC)N1CCN(C2CCCC2)CC1 (centres undefined)
  0%, -25%, -4%
60	Cc1cccc(C(=O)Nc2ccc(CC(=O)O)cc2)c1
  -1%, -6%, 8%

Record cards, from the list above. Order of screens: TDP1 cell CPT | DT40 TDP1 no CPT | TDP1 block
Entry for CN1CCN(C(=O)c2cc3c(n(-c4ccccc4)c2=O)CC(C)(C)CC3=O)CC1 = 4% | 6% | 5%
Entry for Cc1nnc(SCC(=O)NCC(=O)Nc2ccc(F)c(F)c2F)n1Cc1ccccc1 = -1% | 10% | 8%

The listing picks up with the 3 entries that preceded the break.
Each structure is followed by: TDP1 cell CPT, DT40 TDP1 no CPT, TDP1 block
58	Cc1c(Cl)cccc1NC(=O)CNC(=O)c1cn(-c2ccccc2)nc1-c1cccnc1
  ?, ?, -1%
59	CCCC(c1nnnn1C(C)(C)CC)N1CCN(C2CCCC2)CC1 (centres undefined)
  0%, -25%, -4%
60	Cc1cccc(C(=O)Nc2ccc(CC(=O)O)cc2)c1
  -1%, -6%, 8%
61	C/C(=N\NC(=O)c1nnn(-c2nonc2N)c1CN(C)C)c1ccco1
  -6%, -1%, 0%
62	Cn1c(N)c(C(=O)COC(=O)CCC2CCCC2)c(=O)n(C)c1=O
  6%, -4%, 2%
63	COc1ccc(NC(=O)COC(=O)c2ccc(O)cc2)c([N+](=O)[O-])c1
  2%, -25%, 5%
64	CNC(=O)CN1C(=O)C2C3C=CC(C3)C2C1=O (centres undefined)
  4%, -11%, 1%
65	CN(CC(=O)Nc1ccc(F)c(F)c1F)C(=O)c1cc(S(=O)(=O)N(C)C)ccc1N1CCCC1
  -14%, -19%, /
66	COc1cccc(-c2cc(NCCc3c[nH]c4ccc(OC)cc34)ncn2)c1
  ?, 23µM*, /
67	C=CCn1c(SCC(=O)O)nnc1-c1cccc(Cl)c1
  -19%, ?, 0%
68	CNC(=O)C[C@H]1C(=O)N(c2ccccc2)C[C@@H]1C
  0%, -1%, /
69	COc1ccc(-n2nc3c(c2NC(=O)c2ccccc2S(=O)(=O)C(F)F)CS(=O)(=O)C3)cc1
  -18%, 7%, 2%
70	CC(C)c1ccc(NC(=O)COC(=O)c2cc(=O)[nH]c3ccccc23)cc1
  -1%, 18%, 1%
71	CC(=O)Nc1c(O)nc(SCC(=O)Nc2nnc(CC(C)C)s2)[nH]c1=O
  -4%, -8%, 2%[56.1 µM]
72	CCOC(=O)Cc1cc(=O)n2[nH]cc(-c3cccc(Br)c3)c2n1
  ?, 23µM*, 8%
73	COc1ccc(CC(=O)N/N=C/c2ccc(C)s2)cc1
  -5%, -32%, /
74	O=C(Cn1nc(C(=O)O)c2ccccc2c1=O)Nc1ccc(Cl)c(S(=O)(=O)N2CCOCC2)c1
  -25%, -18%, 0%
75	COc1ccc(C2Sc3nncn3N2Cc2ccc(C#N)cc2)cc1 (centres undefined)
  -12%, ?, 8%
76	CCOC(=O)c1ccc(NC(=O)CC2C(=O)N(c3cccc(C)c3)C(=O)N2CCOC)cc1 (centres undefined)
  ?, ?, 4%
77	Cc1cc(N)n(-c2ccc(S(=O)(=O)N3CCCC3)cc2[N+](=O)[O-])n1
  -8%, 0%, /
78	O=C(Nc1cccc(NC(=O)c2ccccc2)n1)c1ccccc1
  -8%, ?, /
79	Cc1cccc(NC(=O)C(=O)NCCCN2CCOCC2)c1
  -7%&-2%, -15%&-12%, 1%
80	CCn1c(SCC(N)=O)nc2sc3c(c2c1=O)CCN(C)C3
  23µM*, 13µM*, 0%
81	O=C(N/N=C/c1ccncc1)c1ccc(OCc2ccccc2)cc1
  -25%, 0%, 6%
82	COc1ccc(C=NNc2ccc([N+](=O)[O-])cn2)cc1
  -10%, -8%, /
83	CCn1cc(/C=C(\NC(=O)c2ccccc2F)C(=O)N2CCOCC2)c2ccccc21
  ?, -23%, 4%
84	COc1ccc(N2C(=NC(=O)CCCc3ccccc3)SC3CS(=O)(=O)CC32)cc1 (centres undefined)
  -4%, 4%, -2%
85	O=C(Nc1ccc(F)c(F)c1)c1ccc2c(c1)OCO2
  -29%, -28%, 1%
86	COc1cccc(-n2nnc3c(=O)n(Cc4ccccc4F)cnc32)c1
  -26%, -18%, 3%
87	CCn1c(C)cc(/C=C2\NC(=O)N(CC(=O)Nc3cccc(C)c3)C2=O)c1C
  -11%, -13%, 5%
88	Cc1cc(CNC(=O)CCc2nnc(CCCc3ccccc3)o2)nn1C
  11%, -4%, 0%
89	COc1ccccc1NC(=O)Cn1nnc(C(=O)NCc2cccs2)c1N
  0.58µM*, 0.46µM*, 1%&0%
90	O=C(c1ccc([N+](=O)[O-])cc1)N(Cc1ccc(Cl)cc1)N1C(=O)CCCC1=O
  -9%, -24%, 2%
91	Cc1[nH]n(-c2ccccc2)c(=O)c1/C=N/n1c(C)nc2ccccc2c1=O
  ?, ?, 8%
92	CN(C(=O)CSc1nnc(-c2ccc(Cl)cc2)n1CC1CCCO1)C1CCS(=O)(=O)C1 (centres undefined)
  -4%, -4%, 2%
93	CS(=O)(=O)c1cccc(C(=O)NC(c2ccccc2)c2ccccc2)c1
  -10%, -3%, -10%
94	CC(=O)Nc1ccc(S(=O)(=O)N(C)CC(=O)OCC(=O)NNC(=O)c2ccccc2F)cc1
  -1%, -2%, -10%[0.505 µM]
95	CC(=O)Nc1ccc2c(c1)Cc1c-2cc(Br)c(N)c1Br
  -4%, -13%, /
96	O=C(NC1CC1)c1cc2cc3ccccc3nc2s1
  23µM*, ?, 0%
97	CC1CC1C(=O)Nc1ccc(S(=O)(=O)N2CCCCC2)cc1 (centres undefined)
  23µM*, 21µM*, 5%
98	CCCC(C(=O)NC1CCCC1)N(Cc1ccc2c(c1)OCO2)C(=O)c1snc(C(N)=O)c1N (centres undefined)
  ?, ?, 6%
